Assay outcomes as filed in PubChem.
aGlu spleen mod = qHTS Assay for Inhibitors and Activators of Human alpha-Glucosidase From Spleen Homogenate; Lysosomal alpha-glucosidase (Homo sapiens), P10253; human spleen homogenate, 4-MU-alpha-glucoside fluorescence; Potency, µM (doses to about 79.9 µM), without a hit: top-dose activity change, negative = inhibition, usual class: inhibitors; 240,000 compounds, 0.006% hits; AID 2112, 2009;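 further: 0% = enzyme with vehicle and -100% = no enzyme basal signal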
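Compounds were titrated against alpha-glucosidase in spleen homogenate at pH 5.0, with 1 mM 4-methylumbelliferyl substrate for 40 min at 37 C. Reactions were quenched with pH 10 NaOH/glycine and fluorescence measured.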
GLA spleen mod = qHTS Assay for Inhibitors and Activators of Human alpha-Galactosidase From Spleen Homogenate. Alpha-galactosidase A (Homo sapiens), P06280. human spleen homogenate, 4MU-alpha-Gal fluorescence, 40 min. Potency, µM (top dose mostly 80 µM), for the others: at the highest dose activity change, negative = inhibition, usual class: inhibitors. 240,000 compounds, 0.008% hits. AID 2107, 2009;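 further: 0% = enzyme with vehicle and -100% = no enzyme basal signal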
Target sequence (P06280 32-429 limits assumed): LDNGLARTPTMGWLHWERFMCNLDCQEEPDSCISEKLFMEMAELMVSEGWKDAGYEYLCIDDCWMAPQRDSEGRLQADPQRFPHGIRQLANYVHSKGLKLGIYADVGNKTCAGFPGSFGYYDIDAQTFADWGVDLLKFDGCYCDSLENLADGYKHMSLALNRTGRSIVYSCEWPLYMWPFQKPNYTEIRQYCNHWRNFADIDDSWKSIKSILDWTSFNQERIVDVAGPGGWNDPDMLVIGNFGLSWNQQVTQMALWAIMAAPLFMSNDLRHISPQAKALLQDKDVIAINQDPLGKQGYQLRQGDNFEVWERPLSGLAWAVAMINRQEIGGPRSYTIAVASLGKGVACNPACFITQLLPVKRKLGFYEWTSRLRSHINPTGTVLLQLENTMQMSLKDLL
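Human spleen homogenate (1 ug) was the enzyme source, with 4-methylumbelliferyl-alpha-D-galactopyranoside (1 mM final) in pH 5.0 citrate buffer with 0.01% Tween-20. Compounds were titrated; after 40 min at 37C, NaOH/glycine stop, 4-MU fluorescence read; AC50 from Hill fits.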
ALDH1A1 inh = qHTS Assay for Inhibitors of Aldehyde Dehydrogenase 1 (ALDH1A1) | Potency, µM (doses to about 75.3 µM), inactives show at the top dose activity, negative = inhibition, actives largely listed as inhibitors | 220,000 compounds, 7.3% hits | Purified ALDH1A1, NADH fluorescence, propionaldehyde substrate | AID 1030, 2008; active means well fitted inhibition curve with a large enough effect, not every such curve was filed as active; inconclusive means small, poorly fitted or top-dose-only effect, or another doubt; inactive means no such curve, though single readings can be large or run the other way;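 further: plate controls were no enzyme wells and a reference inhibitor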
GAA glycogen mod = qHTS Assay for Inhibitors and Activators of Human alpha-Glucosidase Cleavage of Glycogen; Lysosomal alpha-glucosidase (Homo sapiens), P10253; recombinant GAA, glycogen substrate, Amplex Red glucose oxidase fluorescence; Potency, µM (series often up to 76.4 µM), without a hit: at the top dose activity change, negative = inhibition, actives largely listed as inhibitors; 300,000 compounds, 0.38% hits; AID 2100, 2009;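 further: 0% = full enzyme reaction and -100% = no-enzyme basal signal; the screen sought inhibitors and activators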
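Natural-substrate format: glycogen cleavage by 4 nM human enzyme, glucose read by Amplex Red coupling (Ex 573, Em 610 nm). Normalized to enzyme and no-enzyme controls.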
Tau fluor counter = Counterscreen qHTS for Inhibitors of Tau Fibril Formation, Fluorescence Polarization. tau K18 P301L Alexa594 fluorescence, heparin fibrillization. Potency, µM (series often up to 57.7 µM), for inactives: top-dose activity change, negative = decrease. 280,000 compounds, 0.93% hits. AID 1463, 2008; further: on the % scale 0 is the no-effect control and ±100 the full control effect; nearly all actives have a fitted effect of over 55% in size
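Human tau K18 P301L (15 uM unlabeled, 0.24 uM Alexa 594-labeled) in 100 mM sodium acetate pH 7 with 20 uM heparin, 6 hr at 37 C. ThT 30 uM added, 1 hr ambient; Alexa 594 FP and total fluorescence read at 555/632 nm.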
NPSR antagonist = qHTS Assay for Antagonists of the Neuropeptide S Receptor: cAMP Signal Transduction; Q6W5P4; CHO-NPSR cells, cAMP TR-FRET, antagonist mode; Potency, µM (series often up to 38.3 µM), for inactives: at the top dose activity change, negative = inhibition, hits mostly inhibitors; 220,000 compounds, 1% hits; further: on the % scale 0 is the no-effect control and ±100 the full control effect; nearly all actives have a fitted effect of over 50% in size; many of its hits are not listed in these tables
Target sequence (Q6W5P4 whole entry, looked up): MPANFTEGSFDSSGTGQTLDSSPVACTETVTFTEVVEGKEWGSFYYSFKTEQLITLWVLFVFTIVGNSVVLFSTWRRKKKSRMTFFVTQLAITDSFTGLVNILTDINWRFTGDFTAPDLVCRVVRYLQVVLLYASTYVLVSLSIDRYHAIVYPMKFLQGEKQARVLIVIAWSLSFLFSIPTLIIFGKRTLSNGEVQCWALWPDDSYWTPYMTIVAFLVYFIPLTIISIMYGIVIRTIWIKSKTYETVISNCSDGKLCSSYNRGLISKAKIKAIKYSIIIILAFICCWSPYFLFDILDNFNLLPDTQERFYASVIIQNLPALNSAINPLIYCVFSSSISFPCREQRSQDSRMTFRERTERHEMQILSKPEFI
GAA inh = qHTS Assay for Inhibitors of Human alpha-Glucosidase as a Potential Chaperone Treatment of Pompe Disease; purified human GAA, 4-MU-alpha-glucoside fluorescence; Potency, µM (doses to about 76.9 µM), for the others: at the top dose activity change, negative = inhibition, actives largely listed as inhibitors; 200,000 compounds, 0.005% hits; AID 1466, 2008;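 further: plate controls were uninhibited enzyme wells for no effect and no-enzyme background for full effect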
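Fluorescence at Ex 365/Em 440 nm from 4-methylumbelliferone reported enzyme activity after 20 min at room temperature. Reactions used 4 nM enzyme and 400 uM substrate at pH 5.0; curves fitted with the Hill equation.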
Epigenetic reg = Quantitative High-Throughput Screen for Regulators of Epigenetic Control | murine LDR cells, GFP reporter derepression, 30 h | Potency, µM (series often up to 53.9 µM), for inactives: at the highest dose GFP activation, actives largely listed as activators | 280,000 compounds, 0.2% hits; further: % of control where 0% means no effect; nearly all actives have a fitted effect of over 60% in size
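In this reporter-derepression format, murine cells bearing a silenced integrated CMV-GFP locus incubate with test compound (30 h, 37 C), then are washed and imaged; fluorescent objects of 20–120 um count as induced cells.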
Active calls of the source: *; ? = inconclusive; . = no result given; & = joins results of further samples; [ ] = another dose, or the depositor's remark. Unless noted, the call rests on the fitted dose curve; in most records, active means well fitted curve in the direction sought with a large enough effect; inconclusive means small, poorly fitted or top-dose-only effect, or another doubt; inactive means no such curve, though single readings can be large; an effect the other way counts as inactive or inconclusive. Potency means the concentration at half of the fitted maximal effect. Some of the compounds tested; the hit share may differ from the screen's.

SMILES | aGlu spleen mod | GLA spleen mod | ALDH1A1 inh | GAA glycogen mod | Tau fluor counter | NPSR antagonist | GAA inh | Epigenetic reg
COc1cc(/C=N/NC(=O)C2=NNC(=O)C2C)ccc1O (stereo unspecified) | 7% | ? | . | ? | -23% | 6% | . | -1.0%
CC(C)N1CCc2c(sc(NC(=O)CN3C(=O)c4ccccc4C3=O)c2C(N)=O)C1 | -15% | 9% | -1% | -4% | 0% | 15% | -3% | 1.1%
COC(=O)c1[nH]c2ccc(F)cc2c1NC(=O)C1=COCCO1 | -8% | 7% | ? | 5% | -24% | -5%[46.1 µM] | 2%[15.4 µM] | -2.5%
CCC(C)(C)NC(=O)C(c1ccc(F)cc1)N(Cc1cccs1)C(=O)c1cnccn1 (stereo unspecified) | -4% | 2% | -7% | -7% | -12% | 1% | 7% | 4.5%
Cc1ccc(N2C(=O)c3ccc(C(=O)O)cc3C2=O)cc1C | -2% | 14% | -9% | 3% | -5% | ? | 4% | 0.0%
Cc1ccc(C(=O)COC(=O)c2cc(Cl)nc3ccccc23)cc1 | -6% | 1% | ? | -5% | -20% | -18%[46.1 µM] | 1% | -9.1%
CC(=O)c1cccc(NC(=O)C2CCN(S(=O)(=O)c3ccc(F)cc3)CC2)c1 | 0% | 0% | 12% | -8% | -9% | -17%[46.1 µM] | -14% | 0.2%
O=C(O)c1ccc2c(c1Nc1ccccc1)C(=O)c1ccccc1C2=O | 3% | -2% | . | 0% | ? | 11%[7.67 µM] | . | -0.3%
c1ccc(SCc2nc(-c3ccncc3)n[nH]2)nc1 | -6% | -1% | 8% | 6% | 7% | 9% | -3% | -4.1%
CC(=O)O[C@@H]1[C@H]2[C@@H](C[C@@H](C)[C@@H]3C=CC(=O)[C@@]13C)OC(=O)[C@@H]2C | 5% | -3% | . | 1% | 7% | 24% | . | 9.6%
CCN1CC(CN(C)Cc2cn(-c3ccc(C)cc3)nc2-c2cccc(C)c2)CC1=O (stereo unspecified) | -5% | -10% | 9% | 9% | -3% | 26% | -15% | 0.0%
CCCCNc1cc(F)nc(N)n1 | 3% | 5% | 6% | 2% | -2% | 11% | -6% | 1.1%
CSc1nsc(SC)c1C(=O)Nc1ccc(Cl)cc1 | 12% | 3% | 4% | -8% | -7% | -2% | 0% | 1.1%
CCN(CC)CCCN1C(=O)C(=O)/C(=C(/O)c2cc(C)ccc2C)C1c1cccnc1 (stereo unspecified) | -5% | -4% | -10% | 4% | 6% | 9%[46.1 µM] | -4% | -0.7%
Cc1ccc(C(=O)c2cc([N+](=O)[O-])ccc2N2CCOCC2)cc1C | 1% | 5% | 32µM* | -5% | -18% | -10% | -5% | -1.0%
O=C1C2C3CCCC3=C3CCCC3C2C(=O)N1c1cccc(Cl)c1 (stereo unspecified) | 2% | -5% | ? | 8% | -3% | -18%[46.1 µM] | -3% | 2.4%
Cc1ccc(NC(=O)CSc2nsc(SCC(=O)Nc3ccc(C)cc3C)c2C#N)c(C)c1 | 9% | 6% | ? | 2% | -1% | 14%[46.1 µM] | 1% | -0.9%
CCOC(=O)COc1ccc([N+](=O)[O-])cc1 | 1% | 2% | -7% | 0% | 4% | 15% | 2% | -1.1%
COc1cccc(NC(=O)c2sc(NC(=O)c3ccncc3)nc2C)c1 | 0% | -2% | . | 3% | -12% | -14% | . | 2.9%
CSC1=NC(C)(C)C=C(/C=C/c2ccc(Cl)cc2)N1 | 4% | 5% | 20µM* | -10% | -3% | 4% | 3% | 5.7%

Ordered by SMILES length (ascending): part of the list above.
SMILES | aGlu spleen mod | GLA spleen mod | ALDH1A1 inh | GAA glycogen mod | Tau fluor counter | NPSR antagonist | GAA inh | Epigenetic reg
CCOC(=O)COc1ccc([N+](=O)[O-])cc1 | 1% | 2% | -7% | 0% | 4% | 15% | 2% | -1.1%
CSC1=NC(C)(C)C=C(/C=C/c2ccc(Cl)cc2)N1 | 4% | 5% | 20µM* | -10% | -3% | 4% | 3% | 5.7%
COc1cccc(NC(=O)c2sc(NC(=O)c3ccncc3)nc2C)c1 | 0% | -2% | . | 3% | -12% | -14% | . | 2.9%
CCN1CC(CN(C)Cc2cn(-c3ccc(C)cc3)nc2-c2cccc(C)c2)CC1=O (stereo unspecified) | -5% | -10% | 9% | 9% | -3% | 26% | -15% | 0.0%

Further compounds.
SMILES | aGlu spleen mod | GLA spleen mod | ALDH1A1 inh | GAA glycogen mod | Tau fluor counter | NPSR antagonist | GAA inh | Epigenetic reg
Cc1cn(C(=O)c2ccccc2)c(=S)n1-c1ccc(Cl)cc1 | -4% | 2% | -4% | -3% | -9% | -5%[46.1 µM] | 0% | 0.1%
O=C(CCCCCNC(=O)c1ccccc1)N/N=C/c1ccc(F)cc1 | -11% | -4% | 6% | 10% | -1% | -7% | 2% | -1.5%
C[C@@H](C(=O)Nc1ccc2ccccc2c1)[C@@H]1C[C@@]1(C)[C@@H](NC(=O)c1cnccn1)c1ccccc1 | 0%&6% | -1%&4% | 15%&-7% | -5% | ? | -15% | 5% | -4.3%&6.0%
C#CCn1cc(/C=N/NC(=O)COc2cccc3cccnc23)c2ccccc21 | -2% | -4% | 10µM* | 4% | -13% | 11% | 0% | 10%
CCN1C(=O)CSc2ccc(C(=O)OC)cc21 | 2% | 2% | 1% | -2% | 2% | 20% | 6% | 0.6%
CCOC(=O)N1CCN(c2ccc3nnnn3n2)CC1 | 6% | 12% | 11% | -13% | 6% | ? | 0% | 0.2%
CC1(C)C2CCC1(CS(=O)(=O)N1CCOCC1)C(=O)C2 (stereo unspecified) | -14% | 3% | 15% | 0% | -6% | 2%[46.1 µM] | -2% | -0.1%
CCOC(=O)c1[nH]c(C)c(C(=O)C(C)C)c1C | 4% | 6% | 3% | -7% | -11% | -8%[46.1 µM] | 2% | -0.3%
Cc1ccc(C(=O)NCC(=O)NCC(=O)OCc2ccc(Cl)cc2)cc1 | -4% | -2% | 2% | -5% | -8% | 4% | 1% | 0.0%
CN(C)S(=O)(=O)c1ccc(Cl)c(NC(=O)COC(=O)CN2C(=O)NC(C)(C)C2=O)c1 | -3% | -10% | ? | 14% | 4% | 6% | 3% | -1.8%
CCOCCn1c(SCC(=O)OCc2ccccc2)nc2c1c(=O)[nH]c(=O)n2C | 3% | 1% | . | 8% | -17% | 12% | . | 1.1%
O=C1CN(C(=O)CC2c3ccccc3-c3ccccc32)CC(=O)N1 | -1% | -2% | 11% | 4% | 10% | 0%[46.1 µM] | -3% | 0.0%
NC(=O)N/N=C/c1c(O)ccc2oc3c(c12)CCCC3 | -4% | 9% | . | -1% | -29% | -14% | . | 0.7%
O=C1C(=Cc2ccc(Br)o2)C(=O)c2ccccc21 | -3% | 2% | -4% | -5% | ? | -16% | 4% | ?
Clc1ccc(CSc2cc3c(nn2)-c2ccccc2CC3)cc1 | -1% | -4% | 18% | 1% | -16% | -22%[46.1 µM] | -6% | -1.0%
CCOC(=O)C1CCN(C(=O)CCn2c(=O)[nH]c3ccccc3c2=O)CC1 | 0% | 1% | 7% | 4% | -6% | -9%[46.1 µM] | -3% | -0.9%
CC1CCCCN1C(=O)Nc1cccc(C(F)(F)F)c1 (stereo unspecified) | -3% | -7% | -9% | 0% | -1%[2.34 µM] | -2% | 8% | -0.1%
CCC(C)NC(=S)N1CCN(C)CC1 (stereo unspecified) | 3% | 3% | 22µM* | -11% | -4% | 14% | 10% | -0.1%
CC(=O)Nc1ccc(OC(=O)c2cccs2)cc1 | 0% | -2% | ? | 9% | 1% | -5%[46.1 µM] | -5% | -2.0%
O=C(COc1ccccc1C(=O)NCc1ccncc1)Nc1ccc(Br)cc1 | 7% | 3% | 1% | -6% | -16% | -35% | -2% | -0.5%
Nc1cc(C(=O)O)ccc1N1CCCCCC1 | 1% | 3% | 0% | ? | 0% | -7%[46.1 µM] | -9% | -1.0%
O=C1CC(Cc2ccccc2)C(=O)N1CCCn1ccnc1 (stereo unspecified) | 2% | 5% | 16µM* | 8% | -5% | 1%[46.1 µM] | -6% | -0.9%
COc1ccc(NC(=O)CSc2nnnn2C2CCCC2)cc1 | 11% | 6% | 2.5µM* | 12% | -21% | -6% | -5% | -1.0%
COc1ccc(C(=O)c2cnc3cc4c(cc3c2C)OCO4)cc1 | 1% | 5% | ? | 2% | -20% | ? | -7% | 4.8%
CC1CC(C)(C)CC2(C1)NC(=S)N(c1ccccc1)N2 (stereo unspecified) | 0% | 0% | 16µM* | 7% | -16% | -8%[46.1 µM] | -11% | 0.8%
O=c1[nH][nH]c(C(F)(F)F)c1C=NCc1cccc(Cl)c1 | -6% | -4% | 2% | 4% | -6% | -15%[46.1 µM] | 3% | 2.7%
Cn1c(=O)c(=O)n(C)c2cc([N+](=O)[O-])c([N+](=O)[O-])cc21 | 0% | -7% | -1% | -9% | -4% | ? | ? | -1.3%
S=c1[nH]nc(C2CCCCC2)n1/N=C/c1cccs1 | -6% | -14% | 22µM* | -4% | -21% | -17%[46.1 µM] | 10% | -1.7%
Cc1[nH]n(-c2ccccc2)c(=O)c1/C=N/NC(=O)c1cccc([N+](=O)[O-])c1 | 0% | 8% | 4% | 2% | -15% | -4%[46.1 µM] | -3% | 0.0%
C#CCCCO/N=C1/C[C@@H](O)[C@@H](O)[C@@H]2[C@@H]3C(=O)N(Cc4ccc5c(c4)OCO5)C(=O)[C@H]3CC[C@@H]12 | 4%[17.4 µM] | 8%[17.5 µM] | -3%[13.5 µM] | . | 0%[11.6 µM] | . | . | 0.0%[10.1 µM]
COc1cc(/C=N/NC(=O)CNc2n[nH]c(=O)[nH]c2=O)ccc1OCc1ccccc1 | -15% | -2% | 1% | 1% | -22% | -26% | -2%[15.4 µM] | 5.4%
CNC(=O)c1cc2c(s1)CCCCCC2 | 6% | -1% | ? | 1% | -5% | 18%[46.1 µM] | 1% | 1.2%
N#C/C(=C/c1ccc(-c2ccccc2[N+](=O)[O-])o1)C(=O)NCCN1CCCCC1 | -8% | -12% | . | 6% | -11% | -36% | . | 2.5%
